hK5 inh – human KLK5 protease inhibitors, primary screen, biochemical, 1536-well; recombinant hK5, fluorogenic AMC substrate cleavage; inhibition, % at 5 µM; actives 0.59% (n = 210,000);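 active = inhibition of 40% or more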;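 note: 0% = enzyme controls without compound and 100% = no-enzyme blanks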
Target sequence (Q9Y337 67-293 limits assumed): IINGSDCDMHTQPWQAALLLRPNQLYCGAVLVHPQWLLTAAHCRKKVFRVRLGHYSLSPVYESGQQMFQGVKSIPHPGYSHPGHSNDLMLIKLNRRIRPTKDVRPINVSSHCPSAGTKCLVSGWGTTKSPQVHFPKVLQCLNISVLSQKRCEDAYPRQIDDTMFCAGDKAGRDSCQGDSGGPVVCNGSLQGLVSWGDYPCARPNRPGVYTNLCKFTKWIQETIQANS
14-3-3 Bad inh – inhibitors of 14-3-3 zeta/Bad binding, primary screen, biochemical, TR-FRET, bovine 14-3-3 zeta; TR-FRET 14-3-3zeta/Dy647-pBad peptide displacement, 1 h; inhibition, % at 21.7 µM; actives 0.71% (n = 220,000);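 active = inhibition above about 70%, limit read from the data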;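 note: 0% = full 14-3-3 plus peptide FRET controls and 100% = background without 14-3-3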
Target sequence (P63103 whole entry, looked up): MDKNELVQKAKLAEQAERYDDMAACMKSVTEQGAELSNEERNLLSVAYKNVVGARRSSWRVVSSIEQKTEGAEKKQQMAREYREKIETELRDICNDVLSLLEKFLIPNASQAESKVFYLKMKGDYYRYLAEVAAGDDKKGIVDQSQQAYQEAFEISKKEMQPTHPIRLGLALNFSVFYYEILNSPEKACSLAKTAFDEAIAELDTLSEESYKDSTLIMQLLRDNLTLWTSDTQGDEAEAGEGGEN
Furin inhibitor – human furin inhibitors, primary screen, biochemical, fluorescence intensity; P09958; purified furin, fluorogenic substrate cleavage; inhibition, % at 30 µM; actives 0.061% (n = 220,000); in the data active = inhibition above about 25%; note: inactives centre near -15
eIF4E 4G PPI – eIF4E–eIF4G protein interaction inhibitors, primary screen, biochemical, uHTS, TR-FRET, eIF4GI fragment | Eukaryotic translation initiation factor 4E (Mus musculus) + Eukaryotic translation … | TR-FRET eIF4E-eIF4GI(517-606) binding, 2 h | inhibition, % at 21.7 µM | actives 0.37% (n = 220,000);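 note: 0% = full FRET control wells and 100% = background wells lacking eIF4GI fragment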
p47phox inh – p47phox/p22phox peptide binding inhibitors, primary screen, biochemical, uHTS, NADPH oxidase regulatory subunit; fluorescence polarization, 2 h; Neutrophil cytosol factor 1 (Homo sapiens), P14598; actives 0.53% (n = 220,000); inhibition, % at 24.7 µM;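 note: 0% = p47phox with labelled peptide and 100% = labelled peptide alone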
Target sequence (P14598 whole entry, looked up): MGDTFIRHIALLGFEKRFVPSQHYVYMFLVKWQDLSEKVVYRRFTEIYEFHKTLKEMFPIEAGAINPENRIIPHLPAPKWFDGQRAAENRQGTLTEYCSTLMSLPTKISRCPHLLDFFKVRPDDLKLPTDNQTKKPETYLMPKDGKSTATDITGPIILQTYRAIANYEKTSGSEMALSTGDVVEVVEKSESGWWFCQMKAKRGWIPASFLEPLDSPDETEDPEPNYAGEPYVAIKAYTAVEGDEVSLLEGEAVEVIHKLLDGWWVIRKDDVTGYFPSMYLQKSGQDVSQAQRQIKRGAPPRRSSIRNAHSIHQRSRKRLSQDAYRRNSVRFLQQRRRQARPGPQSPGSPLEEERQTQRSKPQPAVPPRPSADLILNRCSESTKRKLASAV
EBV gp42 block – Epstein-Barr virus gp42 inhibitors, primary screen, biochemical, uHTS, fluorescence polarization. Glycoprotein 42 (Epstein-Barr virus (strain AG876)), Q1HVG2. Fluorescence polarization binding assay, mP read-out. inhibition, % (tested at 21.74 µM). actives 0.42% (n = 220,000); in the data active = inhibition above about 50%
thrombin 1536 – human alpha-thrombin inhibitors, primary screen, counter-screen for coagulation protease inhibitor project, biochemical, 1536-well, fluorogenic AMC substrate; AID 1046, 2008; Boc-VPR-AMC fluorogenic substrate cleavage; actives 0.26% (n = 220,000); inhibition, % at 5 µM; Prothrombin (Homo sapiens), P00734;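 active = inhibition at or above 40%; inactive = inhibition below 40%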;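 note: 0% = enzyme with no compound and 100% = wells without enzyme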
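signal = AMC fluorescence, 355/460 nm | material = human alpha-thrombin enzyme | control set = enzyme without compound as high, wells lacking enzyme as low | times = reaction at room temperature | read-out basis = percent inhibition scaled between no-compound controls and no-enzyme blanks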
Rad51 HR inh – human RAD51 strand exchange inhibitors, primary screen, biochemical, fluorescence; inhibition, % at 10 µM; hRad51 DNA strand exchange, fluorescence dequenching; DNA repair protein RAD51 homolog 1 (Homo sapiens), Q06609; actives 0.085% (n = 200,000);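 active = inhibition above 40% at the single screening dose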;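 note: 0% = DMSO control wells and 100% = blanks with heterologous ssDNA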
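Assay system: Human Rad51 nucleoprotein filaments preassembled on unlabelled ssDNA | Reagent: Donor/quencher-labelled 47-bp dsDNA substrate | Doses: One concentration, 10 µM final | Times: 37 °C 15-min filament assembly, 30-min compound preincubation, 15-min exchange | Technique: Fluorescein emission 520 nm, excitation 485 nm | Benchmarks: Plate control and blank wells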
Cl transport mod – KCC2 cotransporter modulators, thallium flux, primary screen, cell-based, HEK293 KCC2, FluoZin-2 fluorescence, MLSMR; B-score of Tl+ flux slope (higher = more flux/activation; lower = inhibition) at 10 µM; Solute carrier family 12 member 5 (Homo sapiens), Q9H2X9; actives 2.2% (n = 190,000); KCC2 cells, thallium flux FluoZin-2 fluorescence; AID 1456, 2008;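 active = thallium flux slope and its plate-corrected score both differing from the plate sample mean at a set confidence after two filtering rounds, in either direction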;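 note: slope of fluorescence scaled to starting intensity during 10 to 20 s after thallium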
Active calls of the source: *; i = inactive; . = no result given; [ ] = another dose, or the depositor's remark.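 Rule for the calls, unless noted: active = inhibition above about 30% (limit read from the data); inactive = the rest.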

SMILES	hK5 inh	14-3-3 Bad inh	Furin inhibitor	eIF4E 4G PPI	p47phox inh	EBV gp42 block	thrombin 1536	Rad51 HR inh	Cl transport mod
CCOc1ccc(/C=C/C(O)=C2/C(=O)N(C)C3(C)CC2c2ccccc2O3)cc1OC (stereo not drawn)	-20	-8	-22	5	-5	0	0	7	-1.5
CC(=O)Oc1ccc(C(=O)Nc2cccc(C(=O)c3cccc(NC(=O)c4ccc(OC(C)=O)cc4)c3)c2)cc1	-21	40	-9	20[fluorescence artefact?]	27	50	-1	4	0.84
CCC1=NN(C(=O)c2ccc(C)cc2)C(O)(c2ccc(Br)cc2)C1 (stereo not drawn)	-2	-4	-25	-3	-7	-3	-4	9	-0.65
CCOC(=O)N1CCN(C(=O)CSCC(=O)Nc2nc(-c3ccc(-c4ccccc4)cc3)cs2)CC1	27	16	-25	-3	62*	-13	20	-1	-0.19
Cc1ccccc1CNS(=O)(=O)c1ccc2c(c1)OCCO2	23	2	10[20 µM]	-2	8	2	12	1	-1.6
Cc1ccc(NC(=O)Cc2noc3ccccc23)cc1	-6	-2	-3[20 µM]	0	-7	-8	-1	4	0.3
COC(=O)c1sccc1NC(=O)CSc1cccc(Cl)c1Cl	-7	4	-2[20 µM]	-1	-2	-14	0	.	-0.096
COC(=O)c1ccccc1NC(=O)Cn1cnc2c(cnn2-c2ccccc2)c1=O	-36	4	-26	4	-17	-10	-14	3	-0.3
CCCN1C(=O)c2cc(C(=O)Nc3ccccc3CC)ccc2C1O (stereo not drawn)	-3	15	4	-3[fluorescence artefact?]	10	-36	0	-3	0.95
COc1ccccc1OCCn1cc(/C=C(\C#N)C(=O)NCc2cccs2)c2ccccc21	-6	-14[fluorescence artefact?]	-10	-2	-60	-23	-3	.	-1
N#CCCn1cc(/C=N/NC(N)=S)c(-c2ccc(Br)cc2)n1	-2	-15	-19	-1	-2	-6	-1	11	-1.7
CCCn1c(SCC(=O)c2ccc(OC)c(OC)c2)nc2c1c(=O)n(C)c(=O)n2C	3	-5	-11[20 µM]	-3[fluorescence artefact?]	-9	-15	2	-4	0.35
COCc1nnc(NC(=O)c2ccc(Cl)cc2[N+](=O)[O-])s1	-16	-2[fluorescence artefact?]	-17	17	-8	-7	-5	1	0.16
Cc1ccc(-c2nc(C3CCN(S(=O)(=O)c4ccc(C(F)(F)F)cc4)CC3)no2)cc1	-2	9[fluorescence artefact?]	-9	0[fluorescence artefact?]	4	3	-8	-11	0.28
CCN1C(=O)S/C(=C/c2ccsc2)C1=O	-12	-4	-12[20 µM]	1	-8	4	2	-1	-0.26

Copied from the list:
In 14-3-3 Bad inh, `CCC1=NN(C(=O)c2ccc(C)cc2)C(O)(c2ccc(Br)cc2)C1` (stereo not drawn) has the entry -4
In 14-3-3 Bad inh, `CC(=O)Oc1ccc(C(=O)Nc2cccc(C(=O)c3cccc(NC(=O)c4ccc(OC(C)=O)cc4)c3)c2)cc1` has the entry 40
In Cl transport mod, `COC(=O)c1sccc1NC(=O)CSc1cccc(Cl)c1Cl` has the entry -0.096
In Rad51 HR inh, `Cc1ccc(-c2nc(C3CCN(S(=O)(=O)c4ccc(C(F)(F)F)cc4)CC3)no2)cc1` has the entry -11

3 compounds from above, showing only Cl transport mod, Rad51 HR inh and 14-3-3 Bad inh.
canonical_smiles	Cl transport mod	Rad51 HR inh	14-3-3 Bad inh
CC(=O)Oc1ccc(C(=O)Nc2cccc(C(=O)c3cccc(NC(=O)c4ccc(OC(C)=O)cc4)c3)c2)cc1	0.84	4	40
COC(=O)c1ccccc1NC(=O)Cn1cnc2c(cnn2-c2ccccc2)c1=O	-0.3	3	4
Cc1ccc(NC(=O)Cc2noc3ccccc23)cc1	0.3	4	-2

(next part)
SMILES	hK5 inh	14-3-3 Bad inh	Furin inhibitor	eIF4E 4G PPI	p47phox inh	EBV gp42 block	thrombin 1536	Rad51 HR inh	Cl transport mod
CCOC(=O)c1cc(C#N)c(=S)[nH]c1C	-21	-17	-9	0	-4	-11	-3	0	3.1
CCOC(=O)CNc1ccc2c(c1)OCO2	-1	29	-21[20 µM]	-1	16	-3	-2	-5	.
CC1(C)CC(=O)C/C(=N\NC(=O)C2C3CCCCC32)C1 (stereo not drawn)	-4	-3	-28	-5	7	-12	-13	-6	1.2
Cc1cccc2c1NC(C)CC2C (stereo not drawn)	15	41	-15[20 µM]	-4	-7	-4	4	-4	0.39
COc1ccc(C2CC(c3cccs3)=NN2C(=O)CSc2nc3c(cnn3-c3ccccc3)c(=O)[nH]2)cc1 (stereo not drawn)	-5	-8	-41	-2	-10	-10	6	-2	-1.1
Cc1sc(NC(=O)c2cccc([N+](=O)[O-])c2)c(C(N)=O)c1-c1ccc(C(C)(C)C)cc1	-4	-3	-17[20 µM]	-3	-16	-1	1	8	-0.85
CCOc1cc(C(=S)N2CCCCC2)ccc1OS(=O)(=O)c1ccc(Cl)cc1	9	-10	-7	-1	-2	4	-1	-1	-0.26
O=C(Cn1cnc2ccccc21)c1ccc(Br)cc1	-5	-2	-20	-4	-18	-6	-14	-10	0.36
O=c1oc2cc([N+](=O)[O-])ccc2nc1/C=C(O)/C=C/c1ccccc1	1	2	11	3	-142	-36	-3	3	-1.9
COC(=O)c1ccccc1NC(=O)Cn1c(-c2nonc2N)nc2ccccc21	-6	6	-15[20 µM]	-20	-2	-9	1	.	.
FC(F)(F)c1cccc(NC(=S)NCC2COc3ccccc3O2)c1 (stereo not drawn)	-9	-16	-1	4	-10	1	-12	7	0.11
CS(=O)(=O)NCC(c1ccco1)N1CCN(c2ccc(F)cc2)CC1 (stereo not drawn)	18	-3	-23	-6	-4	-9	0	7	-0.12
COc1cc(SC)ccc1C(=O)Nc1ccc2c(c1)OCO2	4	-4	-10	-5	-18	-8	-1	7	-1.2
CC(C)c1ccc(N2C=Nc3ccc(C(C)C)cc3C2)cc1	3	12	-14	7	-29	-5	2	-3	0.03
O=C(CCC(=O)OCc1ccc([N+](=O)[O-])cc1)Nc1ccc(F)cc1	-21	-1	-19	5	12	-3	0	5	-0.055
CCC(=O)N=c1ccn(C2=Nc3ccccc3NC2=C(C#N)C#N)cc1	2	-1	-18	-2	-5	-1	3	21	0.68
O=C(Nc1cccs1)NC1CCCC1	17	-15	-27	19	-2	-3	9	-5	-0.01
OC(CNCCCCNCC(O)C(F)(F)F)C(F)(F)F (stereo not drawn)	-9	-12	-25	0	-10	-18	2	23	0.45
CCOCCCNC(=S)N1CCC(NC(=O)C23CC4CC(CC(C4)C2)C3)CC1	3	-7	-16	1	-2	-2	1	8	0.76
Cc1nn(-c2ccccc2)c(C)c1/C=C/C(=O)OC(C)C(=O)Nc1ncc(Cl)cc1Cl (stereo not drawn)	0	-2	-31	1	-6	6	-3	-5	-1.6
COc1cccc(OC)c1C(=O)N1CCN(S(=O)(=O)c2ccc(C)cc2)CC1	-9	12	9[20 µM]	-5	-4	-23	-2	-1	0.01
Cc1ccccc1NC(=O)Cn1cnc2c(oc3ccccc32)c1=O	-7	-14[fluorescence artefact?]	-6[20 µM]	3[fluorescence artefact?]	-3	-9	0	-12	1
CC(NC(=O)Cc1c(F)cccc1Cl)C1CCCO1 (stereo not drawn)	-7	-19	-21[20 µM]	3	-7	-7	-1	1	1.8
c1ccc2nc(N3CCN(Cc4ccc5c(c4)OCO5)CC3)cnc2c1	-6	11	-8	4	4	4	-5	0	-1.1
c1ccc(CCc2nn3c(C4COc5ccccc5O4)nnc3s2)cc1 (stereo not drawn)	2	4	-28	-6	-12	-27	-1	-5	.
CN1CCc2c(n(CC(O)CN(CCO)CCO)c3ccccc23)C1=O (stereo not drawn)	1	-5	-7	-2	7	-1	2	-24	0.61
Cc1ccc(-c2nc(C#N)c(NCCc3ccccn3)o2)cc1	-9	.	-28	.	-4	-10	2	-3	.
COc1ccccc1OCC#CCn1ccnc1	-25	15	-9	3	-6	-17	-3	-3	0.39
CC(=O)N(c1ccc(C)cc1)S(=O)(=O)c1ccc(Cl)cc1	5	-5	-24	-3	-3	3	-1	1	-0.7
S=C1NCN(C2CCCCC2)CN1c1ccccc1	-8	-3	-22	0	-8	-7	-9	-1	1.9
Brc1ccc(C2=CC(c3cccs3)n3ncnc3N2)cc1 (stereo not drawn)	-9	-2	-26[20 µM]	-1	-52	161*	6	-51	i
CN1CCCCCC1C(=O)N1CCC(N2CCC(C(=O)N3CCOCC3)CC2)CC1 (stereo not drawn)	-8	2	-17	-3	.	-11	-6	.	2.3
CC(C)n1c(NCc2nc3ccccc3n2C)nc2ccccc21	-41	0	-24[20 µM]	-1	-4	-8	2	0	.
Cn1c(SCC(=O)N2CCCc3ccccc32)nnc1-c1ccco1	-9	-7	-21	-9	-10	-21	5	.	-5.2
NS(=O)(=O)c1ccc(CCNC(=O)CNC(=O)C2CCCCC2)cc1	10	6	-21	-8	-9	-7	-5	-4	.
COc1ccc([C@@H]2[C@@H](C(=O)C(C)(C)C)N3N=Cc4ccccc4[C@@H]3C23C(=O)OC(C)(C)OC3=O)cc1OC	-14	0	-12	4	-2	-19	-2	.	-0.12
COCCCn1c(SCc2nnc(-c3ccc(OC)c(OC)c3)o2)nnc1-c1ccncc1	-9	-10	-6[20 µM]	2	7	-19	-2	6	1.7
COc1ccc(/C(C)=N/NC(=O)CCC(=O)Nc2ccc(Cl)cc2Cl)c(OC)c1	-6	-10	0	0	-3	-1	-8	8	-0.97
C=CCSc1nnc(NC(=O)CSc2nc3ccccc3[nH]2)s1	-13	7	-24[20 µM]	-1	-10	1	-4	6	.
COCCn1cnc2c1c(=O)n(CC(=O)OCC#N)c(=O)n2Cc1ccccc1	-5	-4	-26	-2	1	-12	-7	3	0.79
O=C(/C=C/c1ccco1)NCCCN1CCN(CCCNC(=O)/C=C/c2ccco2)CC1	-11	-15	-8	-5	-5	0	-8	5	1.1
C=CCNC(=O)COC(=O)c1cc(S(=O)(=O)N2CCCCC2)ccc1Cl	14	-10	-19	2	12	1	-1	24	0.18
[O-]/C(=C(\C(=S)Nc1cccc2ccccc12)[n+]1cccc(CO)c1)c1ccc(Cl)s1	-4	-16	-19	-3	0	-10	13	8	-0.03
CN1CCN(c2ccc([N+](=O)[O-])c(Sc3nc4ccccc4[nH]3)c2)CC1	-5	-14	-6[20 µM]	-2	-5	5	0	.	-1.2
CCOc1cccc(/C=N/NC(=O)CC2C(=O)NN=C2C)c1O (stereo not drawn)	-19	-18	-10	-3	-6	-13	1	13	1.2
CCCC1(c2ccccc2)NC(=O)N(CCN2C(=O)c3ccccc3C2=O)C1=O (stereo not drawn)	-5	12	-3[20 µM]	2	-1	-24	1	2	-0.33
Cc1cccn2c(=O)c3cc(C(=O)N4COCC4(C)C)sc3nc12	-2	0	-51	-1	4	3	.	3	-0.027

The order is random, and some 4.7% of all compounds hit somewhere here.
